Efa HMGR inh = E. faecalis class II HMG-CoA reductase inhibition | inhibition, % at 10 µM | purified E. faecalis HMGR, NADPH absorbance 340 nm kinetic | 190,000 compounds, 0.41% hits;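 active means inhibition above a set limit, the median over all tested compounds plus 3 SD, cut at about 9.5% in these data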;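 further: enzyme runs in reverse so mevalonate oxidation gives rising NADPH absorbance; 0% = complete reaction with DMSO and 100% = background rate lacking mevalonate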
PPARg SRC-1 ag = PPARgamma-driven SRC-1 recruitment agonism; 200,000 compounds, 0.41% hits; PPARgamma-SRC-1 coactivator recruitment biochemical assay; P37231; activation, % at 8 µM; in the data active means activation above about 19%;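 further: 0% = DMSO and 100% = reference agonist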
Target sequence (P37231 whole entry, looked up): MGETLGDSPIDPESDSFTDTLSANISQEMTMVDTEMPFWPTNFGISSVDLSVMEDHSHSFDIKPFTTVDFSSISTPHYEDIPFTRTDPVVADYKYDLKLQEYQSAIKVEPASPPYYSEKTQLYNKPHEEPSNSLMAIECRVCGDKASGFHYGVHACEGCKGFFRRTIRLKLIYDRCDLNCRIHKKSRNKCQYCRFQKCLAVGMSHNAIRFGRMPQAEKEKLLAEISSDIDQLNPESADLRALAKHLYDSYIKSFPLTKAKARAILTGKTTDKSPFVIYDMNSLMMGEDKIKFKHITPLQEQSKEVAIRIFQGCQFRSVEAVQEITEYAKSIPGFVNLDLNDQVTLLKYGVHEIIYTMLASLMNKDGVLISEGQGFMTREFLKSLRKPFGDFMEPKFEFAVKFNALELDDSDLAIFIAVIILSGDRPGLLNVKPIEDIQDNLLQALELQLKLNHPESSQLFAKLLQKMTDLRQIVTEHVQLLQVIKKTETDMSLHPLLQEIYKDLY
bIAP inh = blocks bovine intestinal alkaline phosphatase activity. purified bovine IAP, CDP-star luminescence, 30 min. inhibition, % at 20 µM. 190,000 tested, under 10 active. AID 1019;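 active means over 50% inhibition of intestinal alkaline phosphatase at 20 µM in the single-dose screen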
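test system = bovine IAP enzyme | medium = DEA buffer 100 mM, pH 9.8, with MgCl2 1.0 mM, ZnCl2 0.02 mM | detection = luminescence | dosing = single compound dose of 20 µM, 2% DMSO final | incubation = 30 min reaction at room temperature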
L major viab = Leishmania major promastigote growth inhibition; 200,000 compounds, 9% hits; inhibition, % at 10 µM; AID 1063; Leishmania major promastigotes, resazurin fluorescence viability; in the data active means inhibition above about 50%;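 further: promastigotes grown with compound for 44 hours at 28 °C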
PPARg SRC3 recr = agonists of human PPARgamma SRC-3 coactivator recruitment. 200,000 compounds, 0.26% hits. activation, % at 8 µM. P37231. biochemical PPARgamma/SRC-3 coactivator recruitment assay; in the data active means activation above about 23%;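 further: 0% = DMSO and 100% = reference agonist; some compounds past the cut are filed as inactive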
S1P3 antagonist = antagonists of human S1P3 receptor; Q99500; CHO S1P3 NFAT-BLA reporter, FRET fluorescence, antagonist mode; inhibition, % at 4.98 µM; 170,000 compounds, 0.27% hits;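 active means inhibition above the plate cutoff, the mean inhibition of test wells on that plate plus 3 SD, cut at about 28% in these data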;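 further: cells challenged with S1P at its EC80 of 0.8 µM; blue over green emission ratio from cleaved BLA substrate after 4 h stimulation; 0% = S1P-stimulated wells and 100% = unstimulated DMSO-only wells; some compounds past the cut are filed as inactive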
ROMK mod = modulators of human ROMK potassium channel; P48048; Tet-inducible ROMK, thallium flux fluorescence; actives lie on both sides; B-score at 10 µM; 130,000 compounds, 2% hits; AID 1918;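 active means signal ratio slope over the read window, or its plate-corrected B-score, at least 3 SD from the plate mean, either direction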;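 further: B-score of the F/F0 ratio slope over 7 to 12 s after thallium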
Target sequence (P48048 whole entry, looked up): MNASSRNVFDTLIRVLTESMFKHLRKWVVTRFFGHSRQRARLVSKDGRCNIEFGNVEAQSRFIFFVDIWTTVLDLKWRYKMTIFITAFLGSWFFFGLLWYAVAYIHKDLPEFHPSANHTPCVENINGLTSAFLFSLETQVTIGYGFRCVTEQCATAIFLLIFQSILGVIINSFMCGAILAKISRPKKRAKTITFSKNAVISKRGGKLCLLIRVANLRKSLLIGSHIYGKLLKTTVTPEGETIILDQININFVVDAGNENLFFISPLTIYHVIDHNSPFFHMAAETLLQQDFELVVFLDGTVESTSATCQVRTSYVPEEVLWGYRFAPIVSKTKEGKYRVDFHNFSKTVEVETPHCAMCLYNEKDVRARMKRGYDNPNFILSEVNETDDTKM
PPARg SRC2 recr = promotes SRC-2 coactivator recruitment by human PPARgamma; P37231; PPARgamma LBD-SRC-2 recruitment, biochemical; activation, % at 8 µM; 200,000 compounds, 0.34% hits; AID 1032; in the data active means activation above about 22%;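 further: 0% = vehicle and 100% = reference agonist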
Redox H2O2 prof = compounds producing H2O2 with reducing agent – biochemical, NIH compound library profiling, artefact control for MLSCN library redox annotation, primary screen | activation, % at 10 µM | 200,000 compounds, 0.03% hits | AID 878 | DTT-dependent redox cycling H2O2, phenol red/HRP absorbance; 100% = 100 µM peroxide control, 0% = buffer;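 active means activation of at least 50% relative to the plate's high and low controls in the primary single-dose screen; inactive means activation below 50%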;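 further: compound incubated with DTT at 0.8 mM final as the reducing agent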
TR-FRET SRC-2 ct = flags TR-FRET format artefacts in PPARgamma SRC-2 recruitment agonist screen. 200,000 compounds, 0.4% hits. TR-FRET ratio at 8 µM. TR-FRET artefact counter-screen; active compounds read high. AID 1049; in the data active means TR-FRET ratio above about 2000; further: inactives centre near 1500
RAM inhibit = yeast RAM network inhibition | AID 868 | 190,000 compounds, 1.8% hits | inhibition, % at 50 µM | S. cerevisiae dse1pr::URA3 reporter, 5-FOA growth OD615, 2 d; analog-sensitive cbk1-as2 kinase mutant strain;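 active means inhibition above a set limit, 3 SD over mean compound inhibition, cut at about 8.4% in these data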;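 further: 0% = DMSO-only wells with no growth and 100% = 10 µM 1-NA-PP1 full growth; inhibition rescues growth on 5-FOA so higher OD means more RAM inhibition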
* hit, by the source's call; x = no result given. This is a random part of the collection; overall some 13% were active at least once.

SMILES | Efa HMGR inh | PPARg SRC-1 ag | bIAP inh | L major viab | PPARg SRC3 recr | S1P3 antagonist | ROMK mod | PPARg SRC2 recr | Redox H2O2 prof | TR-FRET SRC-2 ct | RAM inhibit
CCOC(=O)Cc1csc(N/C(=N/S(=O)(=O)c2cc(Br)ccc2OCC)c2ccccc2)n1 | 3 | 4 | -10 | -8 | 1 | 1 | x | 6 | 0.2 | 1663 | 7.0
O=C(O)c1oc2ccc(Br)cc2c1-n1cccc1 | x | 0 | 3 | -3 | -8 | 3 | x | 6 | 2.4 | 1455 | x
O=C(c1cc(-c2ccc3c(c2)OCO3)on1)N1CCOCC1 | 2 | -4 | 11 | -4 | -8 | -2 | x | 0 | 2.4 | 1321 | 0.7
Cc1cc(C(=O)OCC(=O)NCCc2ccccc2)c(C)o1 | -7 | -2 | -6 | -3 | 8 | -24 | x | 6 | 0.5 | 1551 | 2.4
CC(=O)c1c(O)cc(=O)n(-c2ccccc2)c1-c1cccc2ccccc12 | 6 | -4 | -1 | -5 | 2 | x | x | 1 | -7.6 | 1617 | 3.5
CC(=O)Nc1ccc(S(=O)(=O)NC2(C(F)(F)F)NC(=O)N(C3CCCCC3)C2=O)cc1 (centres undefined) | -5 | -2 | 1 | -3 | -1 | x | 0.87 | -1 | 0.1 | 1506 | 3.1
Cc1c(Cl)cccc1-c1ccc(C(=O)N2CCN(c3ccc([N+](=O)[O-])cc3)CC2)o1 | 3 | 1 | 28 | 24 | 4 | x | -1.5 | 7 | 1.3 | 1592 | 3.1
CC(=O)OC(C(=O)NC1CCCCC1)c1ccc(C)cc1 (centres undefined) | -6 | 5 | 0 | 26 | -2 | -25 | x | 5 | 1.3 | 1561 | -0.6
CC(CC(=O)Nc1cccc(Cl)c1)c1ccccc1 (centres undefined) | -3 | 8 | 6 | 1 | 2 | 3 | -2.1 | 7 | -0.2 | 1649 | -0.3
COc1ccccc1-n1cnc2c(c1=O)c1nc3ccccc3nc1n2-c1ccc(C)cc1 | -3 | -10 | -13 | 46 | -2 | 2 | x | 0 | 1.1 | 1526 | 11*
COc1ccc(C(c2nnnn2Cc2ccccc2)N2CCN(c3nc4ccccc4s3)CC2)cc1OC (centres undefined) | 3 | 1 | 17 | 100* | 4 | x | -1.7 | 1 | -0.1 | 1536 | 6.2
Cc1ccc(NC(=O)CCC(=O)NNS(=O)(=O)c2ccccc2)cc1C | -4 | -7 | 42 | -4 | 0 | -4 | x | 3 | -0.2 | 1480 | 3.5
CCOC(=O)c1[nH]c2c(c1-c1ccccc1)C(=O)CC(c1ccc(OCC)cc1)C2 (centres undefined) | 0 | 8 | 11 | 1 | 4 | -16 | 0.22 | 3 | 1.2 | 1566 | 5.1
CCCOc1ccc(/C(O)=C2\C(=O)C(=O)N(CCCOC)C23C(=O)N(C)c2ccccc23)cc1 (centres undefined) | -7 | 5 | -6 | -10 | -3 | 5 | x | 5 | -3.2 | 1691 | 2.4
Cc1ccc(-c2ccc(CCC(=O)O)n2NC(N)=S)cc1 | -3 | 4 | 8 | -5 | -8 | 14 | x | -7 | 0.2 | 1559 | -1.7
CN(CCO)Cc1csc2ccc(Br)cc12 | 3 | 2 | 11 | -3 | -2 | x | -0.09 | -1 | 0.6 | 1403 | -0.7
Cc1cccc(C)c1NC(=O)NC1(C(=O)NCCCN2CCOCC2)CCCCC1 | -2 | 4 | 11 | -3 | 2 | x | x | 1 | 2.8 | 1473 | -0.6
COc1ccc(C)cc1S(=O)(=O)N(CC(=O)N1CCCC1)c1ccccc1 | -12 | 1 | -1 | 12 | 3 | -6 | 0.26 | -8 | 1.5 | 1417 | 2.4
O=C(NC1CSC/C1=N\O)c1ccccc1 (centres undefined) | -1 | 5 | 2 | -11 | 12 | 11 | x | -3 | 0.9 | 1588 | 1.3
COc1ccc(S(=O)(=O)N2CCOCC2)cc1NC(=O)Cc1ccc(Cl)c(Cl)c1 | -3 | -6 | 4 | 8 | -2 | -7 | -1.7 | 2 | 0.0 | 1590 | 4.5
CCOC(=O)c1c(-c2cccs2)csc1NC(=O)CSc1ncn[nH]1 | -1 | -1 | -2 | -8 | -8 | 20 | x | 4 | -0.6 | 1553 | 9.4*
CCCCCCCC(=O)NN=C1CCN(Cc2ccccc2)CC1 | -7 | -2 | 20 | -4 | -2 | -9 | x | 2 | -0.3 | 1673 | 0.9
COc1ccc(CN(C)C(C)C(=O)NC2CCCc3ccccc32)cc1 (centres undefined) | -5 | 7 | -11 | 10 | 7 | -8 | 0.037 | 13 | -0.7 | 1728 | 0.0
COc1ccccc1OCc1ccc(C(=O)Nc2ccncc2)o1 | 2 | -6 | -1 | 4 | 9 | 27 | -2.2 | 1 | 0.4 | 1622 | 0.1
Cc1ccc(N(CCC(=O)O)S(=O)(=O)c2ccc(C)cc2)cc1 | -3 | -1 | -48 | -6 | 2 | -14 | -0.05 | -9 | -0.3 | 1437 | 3.6
N#C/C(=C1/CCCCCN1)c1nnc2n1CCCCC2 | 0 | 4 | 5 | -5 | 10 | -20 | x | 7 | 1.1 | 1715 | 0.4
CCCS(=O)(=O)c1c(S(=O)(=O)CCC)c2c(C)cccn2c1C(=O)OC | -7 | 10 | 2 | -4 | 9 | x | x | 3 | -1.5 | 1712 | 0.8
Cc1nc2ccccc2n1CC(=O)OCC(=O)NCc1ccccc1 | -1 | -9 | -2 | -5 | -4 | 3 | 0.46 | 6 | 0.2 | 1604 | 3.1
NS(=O)(=O)c1ccc(CNC(=O)/C=C/c2cccc(Cl)c2)cc1 | -1 | 5 | 16 | -6 | 4 | 4 | 0.42 | 2 | -0.1 | 1614 | 2.5
COc1cc(Cl)c(C)cc1NC(=O)CSC | -2 | 0 | 13 | 2 | -6 | 1 | -1.1 | 6 | 1.2 | 1527 | 2.5
CCOC(=O)C1(Cc2ccc(OC)cc2)CCN(C(=O)c2ccoc2C)CC1 | 7 | 6 | -12 | 27 | 2 | -24 | 0.26 | 1 | -2.1 | 1358 | 0.6
CC(OC(=O)c1cc(=O)[nH]c2ccccc12)C(=O)c1ccccc1 (centres undefined) | -8 | -2 | -14 | -5 | -2 | -1 | -0.87 | -7 | -0.5 | 1376 | 3.7
O=C1COc2ccc(C(=O)/C=C/c3ccccc3)cc2N1 | -10 | 5 | -4 | 84* | 2 | 12 | 0.04 | -2 | -1.0 | 1715 | 5.8
CCC(=NCc1ccc(Cl)c(Cl)c1)c1nc(-c2ccco2)oc1O | -1 | -3 | 1 | 25 | 2 | -15 | -0.91 | 5 | 0.7 | 1466 | 11*
COc1cc(SC)ccc1C(=O)Nc1ccc(Cl)cn1 | 1 | -6 | 17 | 22 | -4 | 3 | 0.5 | -6 | -0.6 | 1745 | 4.0
C#CCOCCOCCOCCNc1nc(N2CCOCC2)nc(N2CCN(C(=O)[C@H](CCC(=O)O)n3cc(C(N)[C@H](C)CC)nn3)CC2)n1 (some centres undefined) | 0 | 8 | -11 | -1 | 3 | -27 | x | 3 | -1.3 | 1540 | -0.1
COC1CCCCC1Nc1cc(C)cc(C)c1 (centres undefined) | -3 | 4 | 16 | -4 | 0 | x | -0.3 | 1 | -0.3 | 1595 | 0.0
CCOC(=O)CSc1nnc(CNC(=O)c2cc(OC)c(OC)c(OC)c2)n1C | -1 | -4 | 5 | 0 | -7 | 3 | x | -4 | 0.6 | 1465 | -0.1
O=S(=O)(Cc1ccccc1)N1CCCC1 | -1 | 15 | 14 | -1 | -6 | 13 | 0.13 | 11 | -3.4 | 1554 | 1.6
Cc1cc(C)n(CCNC(=O)CC2C(=O)NCCN2CC2CCCCC2)n1 (centres undefined) | -1 | 5 | 4 | -7 | -1 | -8 | -0.13 | -5 | -0.2 | 1508 | 1.1
CC(C)c1nnc(NC(=O)CSc2nc3ccccc3[nH]2)s1 | 0 | 8 | -21 | -2 | -1 | -9 | 0.038 | 4 | -0.4 | 1822 | 4.2
Cc1cc(C)c2cc(CN(CCO)C(=O)Nc3ccc(Cl)cc3)c(=O)[nH]c2c1 | 3 | -4 | 1 | 8 | -3 | 5 | x | -1 | -0.8 | 1508 | 6.5
Cc1ccc(Cn2ncc3c(N4CCN(C)CC4)ncnc32)cc1 | -2 | -1 | 6 | -5 | 3 | -14 | 0.022 | 0 | 0.5 | 1560 | 1.6
O=C(CSc1nc2ccccc2n1-c1ccccc1)Nc1ncc(Cl)cc1Cl | 1 | 1 | 2 | 0 | 5 | -11 | x | 8 | 0.3 | 1829 | 0.0
O=C(COc1ccccc1)Nc1ccc(S(=O)(=O)NCc2ccco2)cc1 | 1 | 6 | 26 | -2 | 13 | 12 | -0.26 | 8 | 0.3 | 1687 | 2.8
CCn1c(SCC(=O)Nc2cc(NC(C)=O)ccc2OC)nnc1-c1ccccn1 | 0 | -7 | 12 | -2 | 1 | -13 | x | 0 | 0.6 | 1589 | 0.6
O=C(CN1CCOCC1)Nc1c2c(nc3c1CCC3)CCC2 | -2 | -8 | 0 | 1 | -11 | -40 | -0.39 | -8 | -0.1 | 1686 | 2.1
O=C(NCC(c1cccnc1)N1CCN(c2ccc(F)cc2)CC1)c1ccc(F)cc1 (centres undefined) | -4 | -9 | -10 | 88* | -19 | 1 | x | -3 | 2.1 | 1515 | 0.0
COC(=O)c1cc(-c2c(C)oc3cc(O)ccc3c2=O)c(C)o1 | 1 | 3 | 20 | -3 | 14 | 2 | 0.24 | -5 | -2.9 | 1543 | 1.0
Cc1ccc(C(=O)N/C(=C/c2cccs2)C(=O)N2CCCCCC2)cc1 | 2 | -2 | 10 | -2 | -1 | x | x | 9 | -4.4 | 1441 | -0.9

Remaining list, next part
SMILES | Efa HMGR inh | PPARg SRC-1 ag | bIAP inh | L major viab | PPARg SRC3 recr | S1P3 antagonist | ROMK mod | PPARg SRC2 recr | Redox H2O2 prof | TR-FRET SRC-2 ct | RAM inhibit
C=CCOc1c(CNc2ccc(S(N)(=O)=O)cc2)cccc1OC | -4 | -2 | -1 | -5 | 12 | x | -0.39 | 14 | 0.6 | 1575 | 1.1
CSc1ccc(Cc2ccc(Cl)cc2Cl)nn1 | 1 | 5 | 21 | -1 | -1 | x | x | -5 | 2.5 | 1294 | 1.1
COc1ccc(N2CCN(CCNC(=O)CCS(=O)(=O)c3cccc4nsnc34)CC2)cc1 | -6 | -1 | 7 | 11 | -5 | 3 | 0.015 | 3 | 0.1 | 1507 | 0.9
C=CCNC(=S)NNC(=O)CCC(O)COCCC(C)C (centres undefined) | 1 | 7 | -39 | 0 | 2 | -7 | 1.4 | 7 | 0.5 | 1528 | -0.1
COC(=O)c1ccccc1OCCOc1ccccc1C(=O)OC | 4 | 1 | 2 | -4 | 1 | x | x | 8 | 1.5 | 1611 | 0.1
